Assay outcomes from PubChem.
MBNL1 CUG block: blocks human MBNL1 binding to CUG repeat RNA; Q9NR56; actives 0.036% (n = 280,000); Potency, µM (series often up to 57.5 µM), for the others: top-dose activity change, negative = inhibition, usual class: inhibitors; TR-FRET MBNL1-His/biotin-(CUG)12 binding, 665/545 ratio; active means well fitted inhibition curve with a large enough effect in the signal ratio, with a control signal flat, not every such curve was filed as active; inconclusive means small, poorly fitted or top-dose-only effect, or effect the other way, or a change in a side signal; inactive means no such curve, though single readings can be large or run the other way; the % refers to the signal ratio; further: potency means the concentration at half of the fitted maximal effect; on the % scale 0 is the no-effect control and ±100 the full control effect
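Inhibition of protein-RNA binding appears as loss of TR-FRET between terbium anti-His antibody on MBNL1-His and streptavidin-XL665 on biotin-(CUG)12. Activity is normalized to buffer-only and uninhibited-complex controls.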
TRPV1 agonist: activates the human vanilloid receptor TRPV1; Q8NER1; TRPV1-expressing cells, Fluo-8 calcium influx, agonist mode; activation, % at 8.33 µM; actives 0.19% (n = 320,000); AID 540275; in the data active means activation above about 80%; inconclusive means between about 30% and that limit; further: 0% is about no effect
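Fluo-8 calcium influx in TRPV1-expressing cells, kinetic read (ex 480/em 520 nm). Compound added and read 3 min for agonist activity, followed by capsaicin at EC20 final and 2 min further read for enhancement.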
CXXC DNA block: blocks binding of human MLL CXXC domain to DNA; MLL-CXXC / FITC-HOXA9 DNA fluorescence polarization; Potency, µM (titrated, usually from 115 µM), for inactives: top-dose activity change, negative = inhibition, usual class: inhibitors; actives 0.037% (n = 290,000); AID 2662; active means well fitted inhibition curve with a large enough effect in the polarisation, with a control signal flat, not every such curve was filed as active; inconclusive means small, poorly fitted or top-dose-only effect, or effect the other way, or a change in a side signal; inactive means no such curve, though single readings can be large or run the other way; the % refers to the polarisation; further: potency means the concentration at half of the fitted maximal effect
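Purified MLL-CXXC (added from a 7 uM solution) was preincubated 5 min at ambient with pinned compounds in 50 mM Tris-HCl pH 7.5, 50 mM NaCl, 1 mM DTT, 0.05% BSA. Fluorescein-labeled HOX-A9 DNA (50 nM solution) followed, 30 min, then polarization read.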
FBPA coupling cs: counter-screen for Giardia aldolase inhibitors: coupling enzyme system; coupling enzyme system counterscreen, AmpLite Red fluorescence; AID 2472; activity change, negative = inhibition, % at 58.2 µM, hits read low; actives 0.67% (n = 290,000); in the data active means activity change below about -30%; further: on the % scale 0 is the no-effect control and ±100 the full control effect
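Compounds tested against the coupling enzymes alone at 57.5 uM final; readout was AmpLite Red fluorescence (525/598 nm) after 20 min at RT.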
GALK inhibitor: inhibitors of human galactokinase | P51570 | Purified GALK, Kinase-Glo residual ATP luminescence | Potency, µM (titrated, usually from 57.5 µM), for the others: at the top dose activity change, negative = inhibition, usual class: inhibitors | actives 0.007% (n = 270,000); further: potency means the concentration at half of the fitted maximal effect; on the % scale 0 is the no-effect control and ±100 the full control effect
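Kinase-Glo Plus luminescence measured ATP left after a 1 h room-temperature reaction. The reaction used 5 nM GALK, 100 uM galactose and 35 uM ATP at pH 8.0 (20 mM HEPES, 5 mM MgCl2, 60 mM NaCl, 1 mM DTT, 0.01% BSA).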
A-T KAP1 phos: potential ataxia-telangiectasia treatments restoring KAP-1 phosphorylation; […] A-T fibroblasts, KAP-1 phosphorylation AlphaLISA; neocarzinostatin DNA damage 30 min before lysis; Potency, µM (doses to about 57.5 µM), inactives show at the highest dose activation, most hits filed as activators; actives 0.19% (n = 320,000); further: potency means the concentration at half of the fitted maximal effect; % of control where 0% means no effect; nearly all actives have a fitted effect of over 45% in size
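ATM-like activity read as KAP-1 phosphorylation via AlphaLISA donor/acceptor antibody pairs after lysis and 6 hr at 25C. Cells were ATM-null patient fibroblasts ([…], hTERT), dosed 60 min, then exposed to the DSB inducer NCS for 30 min.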
hERG WT inh: blocks the wildtype human KCNH2 potassium channel; Q12809; activity change, % at 1.84 µM; AID 720551; U2OS, BacMam KCNH2, thallium flux FluxOr; hits give low values; actives 0.37% (n = 340,000);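 active means maximum activity change below -70%; inconclusive means maximum activity change between -70% and -50%; inactive means maximum activity change above -50%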; further: on the % scale 0 is the no-effect control and ±100 the full control effect
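U2OS cells transduced with wild-type KCNH2 virus are loaded with FluxOr dye for 45 min, and thallium flux is measured in kinetic reads before and after stimulation buffer. Rate constants are normalized to DMSO controls.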
a7 integrin act: activators of alpha7 integrin expression for muscular dystrophy; AID 624291; alpha7betagal myoblasts, beta-gal FDG fluorescence, 48 h; actives 0.064% (n = 350,000); Potency, µM (highest dose often 38.3 µM), inactives show at the top dose activation, actives largely listed as activators;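 further: potency means the concentration at half of the fitted maximal effect; 100% = response of the positive control SU9516; nearly all actives have a fitted effect of over 60% in size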
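alpha7betagal+/- myoblasts (passage 13, 250/well) treated 48 h at 37C with compounds at 1:260 dilution of DMSO stock. Lysed, then beta-galactosidase activity read as FDG fluorescence (ex 480/em 540) after 30 min, with pre-read for autofluorescence.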
ASM inhibitor: blocks human secretory acid sphingomyelinase; P17405; placental ASM, HMU-PC fluorogenic substrate, 60 min; actives 0.006% (n = 340,000); Potency, µM (highest dose often 57.5 µM), for the others: at the highest dose activity change, negative = inhibition, hits mostly inhibitors; further: potency means the concentration at half of the fitted maximal effect
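Human placenta-derived ASM preincubated with compound 10 min at room temperature, then reacted with 9 uM (final) fluorogenic HMU-PC substrate for 60 min at 37 C. Stop solution raises pH to 10; fluorescence read at Ex 386/Em 447 nm.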
KCNH2 3.1 inh: inhibitors of human KCNH2 3.1 potassium channel isoform | U2OS KCNH2 3.1, thallium flux FluxOr; hits give low values | activity change, % (tested at about 1.8 µM) | actives 0.95% (n = 340,000) | AID 720553;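 active means maximum activity change below -70%; inconclusive means maximum activity change from -70% to -50%; inactive means maximum activity change above -50%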;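 further: thallium influx rate constant from kinetic fluorescence after stimulation buffer; on the % scale 0 is the no-effect control and ±100 the full control effect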
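Steps: virus added to U2OS suspension (4 h, RT, dark); medium with 10% FBS added, cells plated, 37 C overnight; FluxOr/Red40 loading buffer 45 min RT; stimulation buffer, 2 min kinetic read; rate constant normalized.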
* marks the source's active call; other numbers are inactive results; u = inconclusive; x = no result given; [ ] = another dose, or the depositor's remark. Unless noted, the call rests on the fitted dose curve; in most records, active means well fitted curve in the direction sought with a large enough effect; inconclusive means small, poorly fitted or top-dose-only effect, or another doubt; inactive means no such curve, though single readings can be large; an effect the other way counts as inactive or inconclusive. No enrichment for hits, and some 2% of all compounds hit somewhere here.

#	Compound	MBNL1 CUG block	TRPV1 agonist	CXXC DNA block	FBPA coupling cs	GALK inhibitor
1	Cc1ccc(C(=O)NCc2cccnc2)cc1S(=O)(=O)Nc1ccccc1	4%	0	3%	2	-1%
2	O=C(O)Cn1c(=O)cnc2ccccc21	14%	-3	5%	0	-2%
3	O=C(NCCCn1ccnc1)c1cn(Cc2ccc(F)cc2)nn1	0%	-1	-4%	-2	1%
4	COc1ccc(C(CNC(=O)CNC(=O)c2ccccc2Cl)N2CCCC2)cc1 (stereo not given)	x	0	x	x	x
5	CN(C(=O)Cn1cnc2sccc2c1=O)C1CCCCC1	x	-2	x	x	x
6	CCn1c(=O)n(CC)c2cc(NC(=O)c3ccccc3Cl)ccc21	-4%	4	1%	6	5%
7	O=C(CCN1C(=O)c2ccccc2C1=O)N(CCO)Cc1ccccc1	13%	2	7%	3	4%
8	COCCNC(=S)N/N=C(\C)c1ccccc1OC	-4%	1	-1%	1	1%
9	Cc1nnc(NC(=O)CSc2ncnc3c2cnn3-c2ccccc2C)s1	-2%	-1	27%	3	0%
10	O=C(CSc1nc2[nH]ncc2c(=O)n1-c1ccccc1Br)NCc1ccccc1Cl	-15%	7	2%	-1	0%
11	CN(CC12CC3CC(CC(C3)C1)C2)C(=O)c1ccco1	x	x	x	x	x
12	CC(=O)OC[C@]1(OC(C)=O)C[C@@]23CC[C@H]4[C@@](C)(CCC[C@@]4(C)C(=O)O)[C@@H]2CC[C@@H]1C3	-22%	13	5%	2	x
13	N#Cc1nc(COc2ccccc2Cl)oc1N1CCCCCC1	-13%	0	1%	1	0%
14	COc1ccc(NS(=O)(=O)c2ccc(NS(=O)(=O)c3ccc(SC)cc3)cc2)c(OC)c1	-1%	-2	-2%	8	0%
15	N#CC1=C(N)OC2=C(CCc3ccccc32)C1c1ccccc1Cl (stereo not given)	17%	21	11%	-5	-4%

#	A-T KAP1 phos	hERG WT inh	a7 integrin act	ASM inhibitor	KCNH2 3.1 inh
1	0%	-5	14%	0%	6
2	5%	-1	8%	33%[activator]	6
3	-2%	2	21%	2%	-10
4	8%	3	3%	2%	26
5	3%	11	-7%	11%	7
6	-2%	-5	2%	-1%	-24
7	-6%	-18	5%	2%	-6
8	19%	-9	-26%	3%	0
9	5%	-15	-3%	0%	1
10	-7%	-7	u	-1%	7
11	x	2	0%	2%	-1
12	-3%	0	-35%	-3%	8
13	-2%	7	-1%	-2%	1
14	4%	18	2%	-7%	16
15	14%	-9	-42%	47%[activator]	5

Continued:
#	Compound	MBNL1 CUG block	TRPV1 agonist	CXXC DNA block	FBPA coupling cs	GALK inhibitor
16	CC(C)(C)c1ccc(O)c(O)c1	x	-2	x	x	x
17	Cc1ccc(NC(=O)c2ncn(CC(=O)N3CCN(c4ccccn4)CC3)n2)cc1C	x	x	x	x	x
18	CCn1c(SCC(=O)N2CCCC2)nc2c(c1=O)SCC2	8%	-9	-2%	x	-1%
19	COc1ccc(C(=O)O)cc1NC(=S)NC(=O)CSc1ccc(Cl)cc1	2%	-2	-5%	6	-8%
20	Cc1cccc(C)c1OCC(O)CNC(C)C (stereo not given)	-12%	-2	9%	-3	3%
21	COc1ccc(-c2sc3ccccc3c2C#CCCO)cc1	13%	7	-4%	0	x
22	CN(CC(=O)Nc1cccc(F)c1)C(=O)c1cc(S(=O)(=O)N2CCCCC2)ccc1N1CCOCC1	x	2	x	x	x
23	COC(=O)c1ccc(OCC(=O)NCCC2=CCCCC2)c(OC)c1	x	x	x	x	x
24	Cc1ccc(C2(C)NC(=O)N(Cc3c(C)noc3C)C2=O)cc1 (stereo not given)	3%	0	3%	1	-2%
25	CCN(CC)CCOc1ccc(Br)cc1	-4%	-1	9%	3	0%
26	COc1ccccc1-n1cnc2cc(NS(=O)(=O)c3ccccc3)ccc21	-9%	-3	19%	-10	0%
27	Cc1ccc(-c2nnc(SCC(=O)Nc3ccc4c(c3)oc3ccccc34)n2C)c(Cl)c1	4%	-4	19%	0	0%
28	Cc1cc(/C=C(\C#N)C(=O)Nc2ccc(F)cc2)c(C)n1-c1ccc(N2CCOCC2)c([N+](=O)[O-])c1	2%	3	8%	-4	-2%
29	Cc1cccc(-n2c(SCc3cc(=O)n4ccsc4n3)nc3ccccc32)c1	35%[activator]	4	1%	2	-1%
30	CCOC(=O)Nc1ccc(C(=O)NCC2CCCO2)cc1 (stereo not given)	3%	x	3%	1	0%

#	A-T KAP1 phos	hERG WT inh	a7 integrin act	ASM inhibitor	KCNH2 3.1 inh
16	-9%	0	x	-1%	-7
17	2%	2	17%	2%	-1
18	-1%	6	-40%	1%	10
19	-3%	-14	-20%	-2%	4
20	x	5	-11%	1%	15
21	u	-8	-10%	6%	12
22	6%	0	12%	3%	-2
23	-2%	-2	-12%	-1%	3
24	3%	-6	-17%	0%	-10
25	2%	36	-16%	0%	4
26	x	-1	-18%	-5%	-5
27	x	-21	6%	-15%	9
28	3%	-19	19%	-11%	-50
29	x	12	4%	-8%	-20
30	-7%	-14	23%	3%	19

Later entries:
#	Compound	MBNL1 CUG block	TRPV1 agonist	CXXC DNA block	FBPA coupling cs	GALK inhibitor
31	CCCC(=O)Nn1cnc2c(c1=O)C1(CCCC1)Cc1ccccc1-2	-3%	u	-8%	1	1%
32	O=C(NCCCN1CCN(c2ccc(F)cc2)CC1)c1cccc(N2CCCC2=O)c1	u	2	0%	-1	-2%
33	NC(=O)c1sc2nc(-c3ccccc3)c3c(c2c1N)CCCC3	u	6	-10%	20	-2%
34	COc1ccc2[nH]c(=O)c(CN(c3ccc(C)c(C)c3)S(C)(=O)=O)cc2c1	-7%	0	-2%	0	-2%
35	CCOCCn1c(COc2ccccc2)nc2ccccc21	9%	u	1%	-2	0%
36	CCOc1ccccc1N1CCN(C(=O)c2ccc(NS(=O)(=O)c3ccc4[nH]c(=O)[nH]c4c3)cc2)CC1	x	4	x	x	x
37	C=CCSC1=Nc2sccc2C2=NC(=O)CN12	-3%	0	5%	3	-5%
38	COc1ccc(CCNC(=S)Nc2cccc(C)c2)cc1	0%	25	3%	0	0%
39	CC(C)n1c(SCC(=O)Nc2ccc(N3CCOCC3)cc2)nnc1-c1ccco1	2%	-1	39%[activator]	-7	1%
40	COc1ccc2nc(NN=C(C)c3ccccn3)cc(C)c2c1	x	x	x	x	x
41	O=C(NNC(=O)c1nc(Cl)ccc1Cl)c1ccc(F)cc1	1%	0	-9%	x	-3%
42	CCOC(=O)c1cnc2c(C#N)c(C)nn2c1-c1ccccc1	9%	1	-3%	-2	1%
43	CC1CN(C(=O)c2cc(S(=O)(=O)N(C)c3ccc(F)cc3)ccc2Cl)CC(C)O1 (stereo not given)	0%	16	-9%	x	5%
44	O=C(CSc1n[nH]c(-c2ccncc2)n1)Nc1ccc(Cl)c(Cl)c1	-3%	-1	-1%	2	1%
45	OC[C@@H](O)[C@@H](O)[C@H](O)[C@H](O)CO	x	2	-4%	x	x
46	Cc1ccccc1N(CC(=O)NC1CCCCC1)C(=O)CCCC(=O)Nc1ccccn1	-6%	-5	5%	-1	-3%

#	A-T KAP1 phos	hERG WT inh	a7 integrin act	ASM inhibitor	KCNH2 3.1 inh
31	-3%	-4	6%	-2%	28
32	4%	31	17%	-1%	-2
33	2%	1	20%	423%[activator]	13
34	-2%	-11	-28%	25%	3
35	3%	-4	-14%	-1%	-2
36	5%	2	2%	6%	14
37	0%	3	-10%	2%	-22
38	2%	15	-5%	2%	1
39	1%	-7	0%	0%	-5
40	x	-21	-52%[inhibitor]	3%	-19
41	16%	-16	-13%	1%	17
42	4%	-10	21%	-1%	-13
43	x	-2	-58%[inhibitor]	-2%	-3
44	-10%	1	3%	-5%	0
45	0%	8	x	2%	-7
46	1%	-4	-8%	2%	3

One compound at a time (already shown). Screens in order: MBNL1 CUG block | TRPV1 agonist | CXXC DNA block | FBPA coupling cs | GALK inhibitor | A-T KAP1 phos | hERG WT inh | a7 integrin act | ASM inhibitor | KCNH2 3.1 inh
CCOC(=O)c1cnc2c(C#N)c(C)nn2c1-c1ccccc1 as listed: 9% | 1 | -3% | -2 | 1% | 4% | -10 | 21% | -1% | -13
COc1ccc(CCNC(=S)Nc2cccc(C)c2)cc1 as listed: 0% | 25 | 3% | 0 | 0% | 2% | 15 | -5% | 2% | 1
CCOCCn1c(COc2ccccc2)nc2ccccc21 as listed: 9% | u | 1% | -2 | 0% | 3% | -4 | -14% | -1% | -2
